Bioassay records as filed in PubChem.
GSK3B inh: inhibitors of human GSK3beta kinase. actives 0.038% (n = 300,000). GST-GSK3beta kinase, ADP-Glo luminescence, 60 min; hits give low values. activity score (negative = inhibition), % at 10 µM. P49841;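 active means more than half of replicate wells score below -50%, meaning over 50% inhibition versus plate controls; inconclusive means some replicates but at most half score below -50%; inactive means no replicate scores below -50%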;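 further: 0% = median DMSO wells and -100% = median GW8510 positive control wells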
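Assay system: GST-fused GSK3beta enzyme, cell-free / Medium: Tris pH 7.5 buffer with MgCl2, DTT, BSA, heparin / Also added: peptide substrate plus 25 µM ATP (final) / Compound: 10 µM single point / Timing: kinase reaction with compound 60 min at room temperature / Detection: ADP-Glo luminescence / Benchmarks: DMSO neutral wells and GW8510 at 20 µM as positive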
HDAC3 inh: blocks human histone deacetylase 3; O15379; recombinant HDAC3, fluorogenic peptide/trypsin coupled, fluorescence; inhibition, % at 8.3 µM; actives 0.15% (n = 320,000); in the data active means inhibition above about 26%, passing the limit was not always enough; inconclusive means no clear call, values can overlap the other calls
KCNQ1 inh: inhibitors of human KCNQ1 potassium channel; P51787; CHO-K1 KCNQ1, FluxOR thallium flux fluorescence; hits give high values; B-score at 10 µM; actives 1.3% (n = 310,000);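 active means compounds whose thallium flux B-score, printed positive for inhibition, exceeds three library SD while starting fluorescence stays within three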;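 further: channel opened by potassium depolarization with thallium stimulus after 20 min compound exposure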
DYRK1A inh: Dyrk1A (rat) kinase inhibition; ADP-Glo luminescence, NFATc1 peptide; inhibition, % at 12.5 µM; actives 0.43% (n = 310,000); in the data active means inhibition above about 50%;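 further: plate controls were vehicle with enzyme for no effect and no enzyme for full effect; many of its hits are not listed in these tables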
KCNK3 inh: human KCNK3 channel inhibition, primary screen | CHO-KCNK3 thallium flux, FluxOR fluorescence; hits give low values | B-score at 10 µM | actives 0.84% (n = 340,000) | AID 602410;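 active means B-score under library mean minus 4 SD, starting fluorescence ratio at most library mean plus 5 SD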;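 further: more negative B-score means stronger inhibition of thallium flux through KCNK3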
Target sequence (O14649 whole entry, looked up): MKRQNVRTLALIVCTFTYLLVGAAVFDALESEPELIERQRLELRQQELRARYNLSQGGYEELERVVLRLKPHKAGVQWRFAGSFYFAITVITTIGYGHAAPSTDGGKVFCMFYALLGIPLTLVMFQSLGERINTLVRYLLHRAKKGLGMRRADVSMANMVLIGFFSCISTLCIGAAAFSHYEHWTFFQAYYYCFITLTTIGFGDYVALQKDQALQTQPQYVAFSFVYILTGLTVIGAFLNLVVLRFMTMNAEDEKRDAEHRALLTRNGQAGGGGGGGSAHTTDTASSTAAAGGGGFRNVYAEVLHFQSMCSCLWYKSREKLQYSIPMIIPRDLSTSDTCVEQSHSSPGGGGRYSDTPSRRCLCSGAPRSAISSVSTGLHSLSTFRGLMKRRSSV
RGS4 pot: RGS4 potentiation or activation | AID 463111 | actives 0.92% (n = 310,000) | HEK293 M3R/inducible RGS4, carbachol calcium flux Fluo4; hits give low values | B-score at 10 µM;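 active means B-score of the integrated calcium signal more than 4 SD below the library mean, with starting fluorescence not abnormally high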;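 further: negative B-score means reduced calcium response which marks RGS4 activation or potentiation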
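Material: M3R-expressing HEK293 line, RGS4 induced by doxycycline | Schedule: Overnight RGS4 induction, 30 min dye load 37 °C, 20 min compound RT | Measured by: Fluo4 fluorescence kinetic imaging of calcium | Read-out: Integrated calcium ratio converted to B score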
hERG rescue: shields human hERG channel from block by proarrhythmic agents; Q12809; actives 0.51% (n = 310,000); CHO-hERG, FluxOR thallium flux, dofetilide IC70 present; AID 1511; activation (rescue from dofetilide block), less the hit threshold, % at 10 µM;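 active means activation above the mean of controls blocked by dofetilide plus 5 SD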;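 further: thallium influx through hERG after potassium depolarization seen as dye fluorescence rise; in these data hits start at about 4.7%; inactives centre near -7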
PolyA inhibitor: blocks polyadenylation in yeast reporter cells. calls only at 12 µM. AID 1875. S. cerevisiae SKY197-pL101 polyadenylation reporter, beta-gal luminescence; efflux-impaired pdr1/pdr3 knockout yeast; score 100 = 6 SD above DMSO. actives 0.02% (n = 300,000);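 active means lowest replicate activity score at least 50, where 100 means six control SD above control mean; inconclusive means lowest score under 50 but half or more replicates reach 50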;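 further: yeast exposed to compound for 9 h at 30 °C; higher score means more reporter readthrough which indicates perturbed polyadenylation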
KCNQ1 pot: human KCNQ1 channel potentiation or activation | P51787 | CHO-K1 KCNQ1, thallium flux FluxOR fluorescence; hits give high values | B-score at 10 µM | actives 0.35% (n = 310,000) | AID 2648;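 active means fluorescence ratio B-score, a plate-corrected score, at least three library SD, with initial intensity B-score within 5 SD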
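Assay system: stable KCNQ1 CHO-K1 line; medium: assay buffer, equal DMSO in all wells; timing: 90 min dye loading and 20 min compound exposure, both at room temperature; technique: kinetic FluxOR thallium fluorescence, 10-s 1-Hz baseline, 110-s post-stimulus read; read-out basis: B score of baseline-normalized fluorescence ratio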
KCNK9 block: human KCNK9 channel inhibition | B-score at 10 µM | HEK293 KCNK9, FluxOR thallium flux fluorescence; hits give low values | actives 1.2% (n = 310,000) | AID 488922 | Q9NPC2;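 active means ratio B-score over 3 SD below the library mean, with starting fluorescence within 5 SD of its mean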;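 further: negative B-score means less thallium flux so channel inhibition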
Target sequence (Q9NPC2 whole entry, looked up): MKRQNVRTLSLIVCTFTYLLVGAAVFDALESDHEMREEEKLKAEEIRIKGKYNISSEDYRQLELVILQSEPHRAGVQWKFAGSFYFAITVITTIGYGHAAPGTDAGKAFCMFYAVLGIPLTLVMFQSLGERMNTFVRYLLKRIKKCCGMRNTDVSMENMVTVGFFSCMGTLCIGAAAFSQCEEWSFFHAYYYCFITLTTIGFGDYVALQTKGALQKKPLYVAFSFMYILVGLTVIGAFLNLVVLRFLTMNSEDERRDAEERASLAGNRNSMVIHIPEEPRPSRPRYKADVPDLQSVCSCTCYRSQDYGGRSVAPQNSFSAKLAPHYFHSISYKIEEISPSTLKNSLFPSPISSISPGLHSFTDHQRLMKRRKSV
GSK3A inh: inhibitors of human GSK-3 alpha kinase; P49840; ADP-Glo luminescence, 60 min; inhibition, % at 10 µM; actives 0.1% (n = 320,000);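 in the data active means inhibition above about 50%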;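 further: GST-tagged GSK-3 alpha with peptide substrate and 25 µM ATP; 0% = DMSO neutral wells and 100% = GW8510 positive control wells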
Active calls of the source: *; i = inactive; ? = inconclusive; · = no result given. Not all compounds are listed. The share of hits here may be higher or lower than overall.

SMILES	GSK3B inh	HDAC3 inh	KCNQ1 inh	DYRK1A inh	KCNK3 inh	RGS4 pot	hERG rescue	PolyA inhibitor	KCNQ1 pot	KCNK9 block	GSK3A inh
Cc1c(OCC(=O)NCC2CCC(C(=O)O)CC2)ccc2c3c(c(=O)oc12)CCC3 (stereo unspecified)	0	-2	i	-6	i	i	-6	i	i	i	1
Cc1ccc2[nH]c3c(c2c1)CN(C(=O)CN(C)CC1OCCO1)CC3	0	2	i	-1	i	i	-10	i	i	i	0
Cc1nc2c(-c3ccc(Cl)cc3)cnn2c(N)c1-c1ccc(F)cc1	2	-9	i	-4	i	i	-2	i	i	i	-1
O=C1NCCCc2nc(Oc3ccccc3)sc21	-6	7	i	-2	i	i	-6	·	i	i	0
Cn1nccc1C(=O)N1CCN(c2cccc(Cl)c2)CC1	-2	-6	i	1	i	i	-3	i	i	i	2
COC(=O)c1ccc(NC(=O)Nc2ccc(C)cc2)cc1	3	3	7*	5	i	i	-6	i	i	i	1
Cc1ccc(CN2CCN(/N=C/c3cccs3)CC2)cc1	-1	9	i	-1	i	i	-7	i	i	i	-4
N#CCc1ccc(NC(=O)c2ccc(S(=O)(=O)N3CCOCC3)cc2)cc1	2	-1	i	-2	i	i	-13	i	i	i	-3
C=CC#CC[N+]1(CC#Cc2ccccc2)CCOCC1	0	·	i	3	i	i	-6	i	i	i	·
CCn1c(SCC(=O)N/N=C/C(C)=C\c2ccco2)nnc1-c1ccccc1	-2	-8	i	2	i	i	-8	i	i	i	1
O=S(=O)(c1ccc2ccccc2c1)N(CC(O)COCc1ccco1)c1ccccc1 (stereo unspecified)	2	-1	i	-3	i	i	-22	i	i	i	-2
Cc1cccc2cc(CN(Cc3ccco3)C(=O)Nc3cccc(C#N)c3)c(Cl)nc12	-21	3	6*	-2	-9.3*	i	-11	i	i	i	-7
COc1ccc(OC)c(NS(=O)(=O)Cc2ccccc2)c1	-3	-2	i	·	·	i	-12	i	i	i	-1
CCOc1ccc(NC(=O)CCCN2C(=S)NC(C)(C)CC2C)cc1 (stereo unspecified)	3	10	i	-1	i	i	-3	i	i	i	-2
Cc1cc(C)c2nc3c(c(C(=O)O)c2c1)CCC3	0	2	i	-5	i	i	-7	i	i	i	-4
CN(C)S(=O)(=O)c1ccc(N2CCCC2)c(C(=O)Nc2ccccc2OC(F)F)c1	0	1	i	·	i	i	-8	i	i	i	-2
O=C(Nc1nc(-c2ccccc2)cs1)C1CCCN(S(=O)(=O)c2cccc([N+](=O)[O-])c2)C1 (stereo unspecified)	1	5	i	3	i	i	-8	i	i	i	-3
CN(CC(=O)N1CC=C(c2ccccc2)CC1)S(=O)(=O)c1cnc[nH]1	-10	-8	i	-10	i	i	-4	i	i	i	·
COc1cccc(NC(=O)CCCOc2cc(=O)n(C)c3ccccc23)c1	0	-1	i	-1	i	i	-8	i	i	i	0
Cc1ccc(-n2nnnc2SCC(=O)N(CC(C)C)c2c(N)n(CC(C)C)c(=O)[nH]c2=O)cc1	-1	?	i	·	i	i	-11	i	i	i	-7
CN(C)S(=O)(=O)c1cccc(NC(=S)NC23CC4CC(CC(C4)C2)C3)c1	-3	-2	i	12	i	i	-1	i	i	i	-3
COc1ccc(NS(=O)(=O)c2ccc(N)c(C(=O)O)c2)cc1	1	-2	i	-2	i	i	-6	i	i	i	5
CCn1c(CNC(=O)COc2ccc(C(C)C)cc2)nnc1SCC(=O)Nc1ccccc1	-9	-4	i	·	i	i	-6	i	i	i	2
CC(C)(C)c1ccc(C(=O)c2cn[nH]c2-c2ccccc2O)cc1	1	5	i	7	i	i	-5	i	i	i	1
CCc1noc(C)c1C(=O)N(C)CC(=O)Nc1ccccc1C(F)(F)F	-1	0	i	7	i	i	-11	i	i	i	1
CN(C(=O)COC(=O)CNC(=O)C12CC3CC(CC(C3)C1)C2)c1ccccc1	2	-15	i	-7	i	i	-11	i	i	i	2
Cc1c(Cl)cccc1NC(=S)N1CCN(c2ccccn2)CC1	2	1	i	0	i	i	-7	i	i	i	-5
COc1cccc(/C(N)=N/OC(=O)Cc2ccccc2[N+](=O)[O-])c1	-1	-10	i	10	i	i	-6	i	i	i	1
Clc1cccc(NCc2cn3cccnc3n2)c1	0	-6	i	1	i	i	-6	i	i	i	-2
COc1ccc(CNC(=O)CCC(=O)Nc2cccnc2)cc1	-2	-1	i	10	i	i	-3	i	i	i	-1
CC(C(=O)OCn1nnc2ccccc2c1=O)N1C(=O)c2ccccc2C1=O (stereo unspecified)	5	-1	i	1	i	i	-9	i	i	i	-3
CCc1ccccc1NC(=O)Cn1ccn(-c2ccc(OC)cc2)c(=O)c1=O	-1	10	i	1	i	i	-6	i	i	i	-1
Cc1cc(C)cc(NC(=S)NCCSc2ccc(Cl)cc2)c1	1	3	10*	3	i	i	-12	i	i	i	0
COc1ccc(OC)c(CN2CCC(N3CCC(C(=O)NC4CC4)CC3)CC2)c1	1	-17	i	4	i	i	-6	i	i	i	7
O=S(=O)(c1cccc(-c2csc(N/N=C/c3ccco3)n2)c1)N1CCOCC1	2	-6	i	-3	i	-8.6*	-21	i	i	i	-3
COCNc1nc(OCC#N)nc(N(C)C)n1	-4	-4	i	7	i	i	-11	·	i	i	0
CCCCCCCC(=O)NNC(=O)c1c(O)c2ccccc2n(CCC)c1=O	4	13	i	0	i	i	-7	i	i	i	4
Cc1cc(SCC(=O)NC(=O)NCc2ccco2)nc2c(C)cccc12	-1	?	i	5	i	i	2	·	i	i	-3
COc1cccc(N(CC(=O)NC(C)c2ccccc2)S(C)(=O)=O)c1 (stereo unspecified)	-2	-3	i	1	i	i	-14	i	i	i	0
N#Cc1nc(-c2ccco2)oc1N1CCC(C(N)=O)CC1	0	-31	i	7	i	i	-8	i	i	i	7
O=C(Nc1ccccc1)N1CCN(S(=O)(=O)c2ccccc2)CC1	2	2	i	-1	i	i	-5	i	i	i	-1
Cn1ncc2c(Nc3cccc(C(=O)O)c3)ncnc21	-2	-9	i	-6	i	i	0	i	i	i	1
Cn1c(=O)c2c(nc(N3CCOCC3)n2CCc2ccccc2)n(C)c1=O	1	1	i	1	i	i	-19	i	i	i	-3
CN1C(=O)C2(OCCCO2)c2ccccc21	-1	4	i	·	i	i	-5	i	i	i	2
CCOC(=O)c1ccc(NC(=S)NC(=O)COc2ccccc2)cc1	4	-3	i	2	i	i	7.6*	i	i	i	-2
Fc1c(F)c(F)c(N/N=C/c2c[nH]c3ccccc23)c(F)c1F	0	32*	i	-9	i	i	-8	i	i	i	0
O=C(OCn1nnc2ccccc2c1=O)C1COc2ccccc2O1 (stereo unspecified)	-2	-4	i	-2	i	i	-11	i	i	i	-5
O=C(/C=C/c1ccc(Br)o1)OCc1ccccc1	3	-6	i	3	i	i	-4	i	i	i	-4
CCN1CCN(c2ccc(NC(=O)c3ccco3)cc2Cl)CC1	-2	-2	i	2	i	i	-5	i	i	i	-2
N#CC1=C(N)OC2=C(C(=O)CCC2)C1c1ccc(OC(=O)N2CCOCC2)cc1 (stereo unspecified)	2	-5	i	6	i	i	-3	i	i	i	-5

Carrying on.
SMILES	GSK3B inh	HDAC3 inh	KCNQ1 inh	DYRK1A inh	KCNK3 inh	RGS4 pot	hERG rescue	PolyA inhibitor	KCNQ1 pot	KCNK9 block	GSK3A inh
O=C1c2ccccc2C(=O)N1CCCON1C(=O)c2ccccc2C1=O	-3	-3	i	-3	i	i	-3	i	i	i	1
COc1ccc(C2N=C(N)N=C(N)N2c2ccccc2)cc1OC (stereo unspecified)	-2	10	i	-3	i	i	-10	i	i	i	3
Cc1ccc(NC(=O)Nn2cnnc2)cc1	-3	5	i	11	i	i	-7	i	i	i	-4
Oc1ccc(-c2nccc(-c3ccc(Cl)cc3Cl)n2)cc1	-1	-4	i	3	i	i	-3	i	i	i	5
Cc1cccc(C(=O)NNS(=O)(=O)c2ccc(F)cc2)c1O	5	-11	i	7	i	i	-3	i	i	i	-5
O=C(NC(N1CCCCCC1)C(Cl)(Cl)Cl)c1ccccc1Cl (stereo unspecified)	-3	0	i	-4	i	i	-11	i	i	i	-1
CC(C)(C)c1ccc(/C=N/Nc2nncn2N)cc1	-1	11	i	-6	i	i	-8	i	i	i	1
CCOc1ccc(C(=O)Nn2cnnc2)cc1	-1	-9	i	7	i	i	-5	i	i	i	-3
O=C(NCc1ccco1)C1CCCN1C(=O)Nc1ccc(Br)cc1 (stereo unspecified)	3	·	i	-8	i	i	-4	i	i	i	·
CCc1ccc(OCC(=O)Nc2cc(S(=O)(=O)CC)ccc2O)cc1	3	0	i	-1	i	i	-7	i	i	i	0
COc1ccccc1-c1cc(C(F)(F)F)nc(N2CCN(c3ccc(F)cc3)CC2)n1	1	0	i	4	i	i	2	i	i	i	-1
COCCN(Cc1cc2ccc(C)cc2[nH]c1=O)S(=O)(=O)c1ccccc1	1	3	i	2	i	i	-9	i	i	i	-1
COc1cc2c(cc1NC(=S)Nc1cccc(C(F)(F)F)c1)oc1ccccc12	3	-4	7*	-3	i	i	-21	i	i	i	·
CCC1(C)Cc2ccccc2-c2nc3n(c(=O)c21)CCS3 (stereo unspecified)	1	-2	i	-6	i	i	-4	i	i	i	-1
CC(C)Oc1cccc(C(=O)NC(=S)Nc2cccnc2)c1	3	2	i	4	i	i	-4	i	i	i	-2
CCc1noc(C)c1C(=O)Nc1nc2ccc(F)cc2s1	-3	-1	i	37	i	i	-17	i	i	i	2
C[C@@H]1CC[C@H](O)/C=C/C(=O)O[C@H](C)CC[C@H](O)/C=C/C(=O)O1	1	1	i	-6	i	i	-3	i	i	i	-3
COc1ccc(N2C(=O)[C@@H]3Cc4ccccc4CN3C2=O)cc1	3	0	i	-9	i	i	-4	i	i	i	-1
